KB-V1 cytotox: qHTS assay for MDR1-selective chemotherapeutics: Primary screen using the drug-selected MDR subline cells KB-V1. KB-V1 MDR cells viability, CellTiter-Glo, 72 h. AID 1347076, 2019. 400,000 tested, 3.4% active. Potency, µM (doses to about 46.1 µM), without a hit: top-dose activity change, negative = cytotoxicity, hits mostly cytotoxic; also: potency is read from the fitted curve at half-maximal effect; % is scaled to controls: 0 for no effect and ±100 for the full control effect; nearly all actives have a fitted effect of over 60% in size
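Cytotoxicity toward P-gp-expressing KB-V1 cells was determined as loss of CellTiter-Glo luminescence after 72 h at 37 degrees C. Compounds were tested in quantitative HTS format across a concentration range, with curves fitted to normalized data.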
PTHR1 agonist: qHTS for PTHR1 Agonists: Primary Screen; HEK293 GP2 PTHR1 cells, GloSensor cAMP luminescence, 1 h; Potency, µM (titrated, usually from 115 µM), inactives show top-dose activation, actives largely listed as activators; 410,000 tested, 0.075% active; AID 743266, 2014; also: potency is read from the fitted curve at half-maximal effect; nearly all actives have a fitted effect of over 55% in size; some results filed as inactive show a strong effect at the top dose; inactives centre near -15; many of its hits are not listed in these tables
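HEK-293-derived GP2 cells expressing PTHR1 and a GloSensor cAMP reporter, 3,000/well, plated overnight, given luciferin plus IBMX (each 0.5 mM as added) for 1 h at 37 °C, then compound for 1 h at 37 °C. Luminescence was read after 15 min at room temperature.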
GLP-1R agonist: qHTS of GLP-1 Receptor Agonists; HEK293 GLP-1R CRE-luciferase, luminescence, 4-6 h; cells express a hypersensitive GLP-1R form; Potency, µM (doses to about 45.6 µM), without a hit: top-dose activation, actives largely listed as activators; Glucagon-like peptide 1 receptor (Homo sapiens), P43220; 380,000 tested, 0.007% active; also: potency is read from the fitted curve at half-maximal effect; % of control where 0% means no effect
Target sequence (P43220 whole entry, looked up): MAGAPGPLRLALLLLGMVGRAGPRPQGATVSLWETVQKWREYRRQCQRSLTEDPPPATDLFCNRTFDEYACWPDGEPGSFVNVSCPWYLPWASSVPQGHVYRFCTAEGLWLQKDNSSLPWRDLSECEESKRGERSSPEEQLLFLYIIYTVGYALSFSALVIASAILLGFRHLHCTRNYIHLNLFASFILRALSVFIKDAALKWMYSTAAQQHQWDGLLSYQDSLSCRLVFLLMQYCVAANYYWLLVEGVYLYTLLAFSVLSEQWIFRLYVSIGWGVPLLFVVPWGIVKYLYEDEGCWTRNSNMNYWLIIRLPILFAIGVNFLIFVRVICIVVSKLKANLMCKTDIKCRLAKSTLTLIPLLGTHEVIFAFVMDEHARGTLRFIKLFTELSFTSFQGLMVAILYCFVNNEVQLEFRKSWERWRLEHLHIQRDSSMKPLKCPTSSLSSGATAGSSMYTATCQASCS
TDP-43 yeast inh: qHTS of TDP-43 Inhibitors; Potency, µM (titrated, usually from 46.1 µM), without a hit: top-dose growth rescue (activation), usual class: activators; 410,000 tested, 1.8% active; TDP-43 expressing yeast growth rescue, BacTiter-Glo, 24 h; also: potency is read from the fitted curve at half-maximal effect; % of control where 0% means no effect; nearly all actives have a fitted effect of over 50% in size
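Luminescence from BacTiter-Glo reports growth of TDP-43-expressing yeast after 24 hr at 30 deg C with compound. Cells were raffinose-pregrown to mid-log, then seeded in galactose medium at OD600=0.02.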
DRD3 agonist: qHTS of D3 Dopamine Receptor Agonist: qHTS; max activation, %; D3R DiscoveRx beta-arrestin cells, luminescence, 90 min; 410,000 tested, 0.58% active; AID 652048, 2013; in the data active = max activation above about 30%; also: 0% is about no effect; mostly tested at two doses, the higher about 12 µM
Target sequence (P35462 whole entry, looked up): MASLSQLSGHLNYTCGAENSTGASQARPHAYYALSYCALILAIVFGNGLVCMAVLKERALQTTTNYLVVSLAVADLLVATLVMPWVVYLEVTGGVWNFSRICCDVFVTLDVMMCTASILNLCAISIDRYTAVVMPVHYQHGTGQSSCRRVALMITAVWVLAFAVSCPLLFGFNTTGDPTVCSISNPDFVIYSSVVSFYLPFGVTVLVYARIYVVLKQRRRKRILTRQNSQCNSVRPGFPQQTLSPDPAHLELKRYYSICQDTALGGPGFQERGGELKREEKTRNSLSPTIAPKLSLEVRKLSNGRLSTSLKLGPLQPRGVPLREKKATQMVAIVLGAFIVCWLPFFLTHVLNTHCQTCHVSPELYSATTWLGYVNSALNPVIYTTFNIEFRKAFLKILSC
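Agonist-mode cell screen: cells plated at 1500/well and incubated overnight at 37 °C, then exposed to library compounds for 90 min at 37 °C. Detection reagent was added for 30–60 min at room temperature, and luminescence was read.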
aSyn rescue: qHTS of alpha-syn Inhibitors | Yeast expressing alpha-synuclein, growth rescue, BacTiter-Glo, 24 h | Potency, µM (doses to about 46.1 µM), without a hit: at the highest dose growth rescue (activation), most hits filed as activators | 370,000 tested, 0.14% active | AID 652106, 2013; also: potency is read from the fitted curve at half-maximal effect; % of control where 0% means no effect; nearly all actives have a fitted effect of over 65% in size
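Galactose-induced alpha-syn yeast (OD600=0.02, raffinose-pregrown) + pinned cpd, 24 hr, 30 deg C; growth by BacTiter-Glo luminescence. Growth restoration scores as activation.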
GLP1R cytotox: qHTS of GLP-1 Receptor Inverse Agonists: Cytotox Screen; Potency, µM (doses to about 38.3 µM), inactives show at the highest dose activity change, negative = inhibition, hits mostly inhibitors; HEK293 cAMP-luciferase reporter cells, luminescence, 24 h; 410,000 tested, 0.13% active;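 also: loss of luciferase light is scored as toxicity; potency is read from the fitted curve at half-maximal effect; % is scaled to controls: 0 for no effect and ±100 for the full control effect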
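To flag toxic compounds, the library was rerun on cells for 24 hr at 37 deg C and 5% CO2. Viability-linked luminescence was captured 12 min after adding luciferase detection reagent.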
GLP1R inv ag: qHTS of GLP-1 Receptor Inverse Agonists (Inhibition Mode) | Glucagon-like peptide 1 receptor (Homo sapiens), P43220 | HEK293 GLP-1R CRE-luciferase, luminescence, 24 h; GLP-1R form is constitutively active | Potency, µM (highest dose often 38.3 µM), for inactives: at the highest dose activity change, negative = inhibition, usual class: inhibitors | 410,000 tested, 1.6% active; also: potency is read from the fitted curve at half-maximal effect; % is scaled to controls: 0 for no effect and ±100 for the full control effect; nearly all actives have a fitted effect of over 55% in size
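Constitutively active GLP-1R drives a cAMP-responsive luciferase in stably transfected HEK293 cells; test compounds are added after overnight (12 h) attachment and left 24 hr, and signal loss in luminescence marks inhibition.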
D3 antag: qHTS of D3 Dopamine Receptor Antagonist: qHTS; D(3) dopamine receptor (Homo sapiens), P35462; 360,000 tested, 2.5% active; max response, negative = inhibition, %; D3R cells, DiscoveRx beta-arrestin luminescence, antagonist mode; active compounds read low; AID 652054, 2013; in the data active = max response below about -50%; inconclusive = no clear call, values can overlap the other calls; also: % is scaled to controls: 0 for no effect and ±100 for the full control effect; mostly tested at two doses, the higher about 12 µM
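Cells plated overnight at 1500 cells/well, then exposed to library compounds with dopamine controls for 90 minutes at 37 degrees C. DiscoveRx reagent added for 30–60 minutes at room temperature; luminescence read, quantitative HTS format.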
Active calls of the source: *; i = inactive; ? = inconclusive; . = not tested or not shown; [ ] = remark or other dose. Unless noted, calls follow the shape of the dose curve; as a rule, active = well fitted curve in the direction sought with a large enough effect; inconclusive = small, poorly fitted or top-dose-only effect, or another doubt; inactive = no such curve, though single readings can be large; an effect the other way counts as inactive or inconclusive. A portion of the library; rates above refer to the full screens.

| # | structure | GLP1R inv ag | GLP-1R agonist | DRD3 agonist | aSyn rescue | KB-V1 cytotox | PTHR1 agonist | GLP1R cytotox | TDP-43 yeast inh | D3 antag |
| --- | --- | --- | --- | --- | --- | --- | --- | --- | --- | --- |
| 1 | O=C(Cn1c(=O)oc2cccnc21)Nc1ccccc1Oc1ccc(Cl)cc1Cl | 10% | 4% | -1 | 0% | 0% | i | -12% | 1% | 12 |
| 2 | CCCCSc1nnc(-c2ccc(C)cc2)o1 | 4% | 1% | 3 | -1% | -30% | -30% | 2% | 15% | 3 |
| 3 | CCN(CC)c1ccc2cc(NC(=O)CCC(=O)O)c(=O)oc2c1 | 1% | 4% | 10 | 2% | -2% | -5% | i | -8% | 11 |
| 4 | Cc1ccc2oc(C(=O)N3CCC(N4CCSCC4)CC3)c(C)c2c1 | -11% | 10% | -1 | 2% | 1% | i | -7% | 2% | 6 |
| 5 | CCOc1ccc(N(CC(=O)NC2CCC(C)CC2)S(=O)(=O)c2c(C)noc2C)cc1 (stereo not given) | ? | -1% | -3 | -1% | -15% | i | -13% | 9% | 0 |
| 6 | CNC(=O)c1nc(C)c(C2(C)CC(c3ccccc3)=NO2)s1 (stereo not given) | 8% | 5% | -13 | 13% | -5% | -12% | -4% | 25% | 4 |
| 7 | O=C(Nc1cccc([N+](=O)[O-])c1)C1CCN(C(=O)Cc2ccccc2)CC1 | ? | -5% | -19 | -2% | -11% | -9% | 4% | 26% | ? |
| 8 | C=CCN1C(=O)C(Cc2ccccc2)S/C1=N/N=C/c1cccs1 (stereo not given) | 11µM* | 7% | -4 | -23% | 0% | -26%[57.5 µM] | 12% | -16% | -23 |
| 9 | CCCn1c(-c2cc(OC)c(OC)c(OC)c2)nc2c1c(=O)[nH]c(=O)n2Cc1ccccc1 | 9% | 20% | 0 | 0% | ? | -2% | -17% | 0% | 9 |
| 10 | CCCCN1C(=S)NC[C@@H]1C(C)CC (stereo not given in full) | 3% | 24% | 10 | 1% | 0% | i | 14% | 26% | 9 |
| 11 | C=CCn1c(-c2c[nH]c3ccccc23)n[nH]c1=S | 40%[activator] | 1% | -5 | 1% | ? | -5% | -19% | 3% | -29 |
| 12 | CC(C)C[C@@]12C(=O)N(c3ccc(Br)cc3)C(=O)N1[C@H](c1ccc(Br)cc1)[C@@H]1C(=O)N(C(C)(C)C)C(=O)[C@@H]12 | 8% | 1% | -6 | 9% | -1% | -38%[inhibitor] | 1% | 22% | 0 |
| 13 | Cc1ccc(S(=O)(=O)NCC[C@@]2(C)C3CCC2(C)C(=O)C3)cc1 (stereo not given in full) | -12% | 3% | -10 | 0% | -12% | -13% | -16% | -5% | -3 |
| 14 | O=C(NCc1ccco1)C1CCCN1C(=O)Nc1ccccc1[N+](=O)[O-] (stereo not given) | -1% | 9% | 3 | -1% | -1% | i | -2% | -11% | 6 |
| 15 | CCNC(=S)Nc1cccc(S(=O)(=O)Nc2ccccc2OC)c1 | -31% | 13% | -5 | -12% | 0% | -29% | 1% | -22% | -11 |
| 16 | Cc1cc(S(=O)(=O)C(CNC(=O)c2ccc(OC(C)C)cc2)c2cccs2)ccc1F (stereo not given) | -1% | . | -9 | . | . | -26% | 1% | 15% | . |
| 17 | COc1ccc2c(c1)c(CC(=O)OCC(=O)N(C)C)c(C)n2C(=O)c1ccc(Cl)cc1 | ? | 25% | 6 | 5% | ? | i | -9% | 28% | 31 |
| 18 | COc1ccc(CCNC(=O)COC(=O)/C=C/c2ccc(OC)c(OC)c2)cc1 | 14% | 17% | -2 | 5% | 0% | -12% | 2% | ? | 0 |
| 19 | O=C(NCC1CCCO1)c1ccc(N2CCCCC2)nc1 (stereo not given) | 12% | 1% | -9 | -8% | 3% | i | 6% | -7% | 3 |
| 20 | Cc1cc2cc(CNC(=O)c3ccc4c(c3)OCO4)ccc2[nH]1 | 4% | 7% | -4 | 8% | -5% | -15% | -6% | -10% | -11 |
| 21 | CCSc1nc2c(c(=O)[nH]1)C(c1ccccn1)C1=C(CC(C)(C)CC1=O)N2 (stereo not given) | 12% | -3% | 3 | -5% | 3% | i | 4% | 2% | -9 |
| 22 | N#C/C(=C(/O)c1cccs1)c1nnc2n1CCCCC2 | 56%[activator] | -5% | 4 | 1% | -1% | -8% | 10% | ? | 3 |
| 23 | O=C(O)/C=C\C(=O)NC1CCCCC1 | 11% | -2% | -1 | 6% | 0% | i | -19% | 4% | 0 |
| 24 | Cc1cc(C)cc(NC(=S)NC(=O)Cc2ccccc2)c1 | ? | 22% | -11 | 8% | 0% | i | ? | -14% | 0 |
| 25 | O=S(=O)(NC1CCCCC1)c1ccc(Br)s1 | ? | 16% | -1 | 12% | -28% | i | -6% | 3% | 2 |
| 26 | O=C(O)c1ccc(OC(F)(F)C(F)C(F)(F)F)cc1 (stereo not given) | 2% | -4% | 2 | -9% | 19% | -2%[57.5 µM] | -17% | 14% | 16 |
| 27 | CC(Oc1ccc(F)cc1)C(=O)Nc1cc(S(=O)(=O)N2CCOCC2)ccc1N1CCCCC1 (stereo not given) | ? | 19% | 5 | 4% | ? | i | 2% | -23% | 6 |
| 28 | S=C1NC[C@H](Cc2ccccc2)N1CCCCC1CCCCC1 | ? | 14% | -20 | 15% | -23% | -49%[inhibitor] | -5% | 3% | -13 |
| 29 | O=C(CN1C(=O)CCS(=O)(=O)c2ccccc21)Nc1ccc2c(c1)OCCO2 | 2% | -16% | 0 | 1% | 3% | 9%[57.5 µM] | 7% | -15% | 0 |
| 30 | Cn1c(=O)c(=O)n(C)c2cc(S(=O)(=O)CCC(=O)N3CCOCC3)ccc21 | 3% | -3% | 0 | 6% | ? | i | -21% | 14% | 14 |

Continued.
| # | structure | GLP1R inv ag | GLP-1R agonist | DRD3 agonist | aSyn rescue | KB-V1 cytotox | PTHR1 agonist | GLP1R cytotox | TDP-43 yeast inh | D3 antag |
| --- | --- | --- | --- | --- | --- | --- | --- | --- | --- | --- |
| 31 | CC(=O)c1ccc2c(ccc3ccccc32)c1 | 16% | 31% | 2 | 4% | ? | -2%[57.5 µM] | 1% | 4% | 21 |
| 32 | CCN(Cc1ccc2c(c1)OCCO2)C(=O)CSc1nc(C)nc2sc(C)c(C)c12 | ? | 16% | 31* | 14% | -7% | -39% | -32% | ? | 54 |
| 33 | CC1CCCC(C)N1Cc1cn2ccccc2n1 (stereo not given) | 2% | -26% | 1 | -1% | ? | 4% | 3% | -3% | -5 |
| 34 | Cc1nn(-c2ccccc2)c(C)c1C(=O)OCC(=O)Nc1ccc2c(c1)OCO2 | -10% | 1% | -5 | -2% | -9% | -9%[57.5 µM] | -14% | ? | 18 |
| 35 | Cc1cccc(NC(=O)CSCC(=O)N2CCN(c3cccc(C(F)(F)F)c3)CC2)c1 | ? | -4% | -4 | ? | -5% | -32%[inhibitor] | 2% | ? | -2 |
| 36 | CC(=O)C1=C(C)OC(N)=C(C#N)C1c1cc2cccc(C)c2nc1Cl (stereo not given) | 8% | -5% | 18 | 10% | -5% | -3%[57.5 µM] | -9% | -19% | -3 |
| 37 | Cc1ccc(Nc2cc(C(=O)NC3CCCC3)c3ccccc3n2)c(C)c1 | -25% | . | -8 | . | 0% | -3% | -2% | 21% | . |
| 38 | Cc1ccccc1NC(=O)c1cc2sccc2n1Cc1ccc(F)cc1 | -9% | 1% | -21 | . | -18% | i | 5% | 6% | . |
| 39 | CC(CNC(=O)C1CCCCC1C(=O)O)c1ccccc1 (stereo not given) | 7% | -10% | -17 | -2% | 22% | i | -7% | -31%[inhibitor] | -16 |
| 40 | COc1ccc(C(=O)OCC(=O)NC2CCCCCC2)c(OC)c1 | -26% | 3% | -4 | -4% | -20% | 0% | -3% | ? | 13 |
| 41 | CCOc1ccc(CCNC(=O)CCN2C(=O)COc3ccccc32)cc1OCC | 23% | 5% | -1 | 0% | ? | -1% | -22% | 0% | -11 |
| 42 | CN(C(=O)Cn1cc(C(F)(F)F)ccc1=O)c1c(N)n(Cc2ccccc2)c(=O)[nH]c1=O | 24% | 4% | 2 | 0% | 30% | -2% | -3% | -12% | 6 |
| 43 | CCCNC(=O)CSc1c(CCC)cnc2c1c(=O)n(C)c(=O)n2C | 18% | . | -17 | . | -14% | -19% | 0% | -1% | . |
| 44 | O=C(NC(NC(=O)c1ccccc1)c1cccc([N+](=O)[O-])c1)c1ccccc1 | 11% | 12% | -24 | 1% | -16% | i | -3% | -25% | -4 |
| 45 | C/C(=N/NC(=O)c1cc2ccccc2cc1O)c1ccco1 | ? | -2% | 2 | -13% | ? | i | 0% | 2% | 7 |

Rewritten with two lines to a compound: entries from further up.
Results follow in this order: GLP1R inv ag, GLP-1R agonist, DRD3 agonist, aSyn rescue, KB-V1 cytotox, PTHR1 agonist, GLP1R cytotox, TDP-43 yeast inh, D3 antag
45: C/C(=N/NC(=O)c1cc2ccccc2cc1O)c1ccco1
    ?, -2%, 2, -13%, ?, i, 0%, 2%, 7
38: Cc1ccccc1NC(=O)c1cc2sccc2n1Cc1ccc(F)cc1
    -9%, 1%, -21, ., -18%, i, 5%, 6%, .
41: CCOc1ccc(CCNC(=O)CCN2C(=O)COc3ccccc32)cc1OCC
    23%, 5%, -1, 0%, ?, -1%, -22%, 0%, -11
36: CC(=O)C1=C(C)OC(N)=C(C#N)C1c1cc2cccc(C)c2nc1Cl (stereo not given)
    8%, -5%, 18, 10%, -5%, -3%[57.5 µM], -9%, -19%, -3
43: CCCNC(=O)CSc1c(CCC)cnc2c1c(=O)n(C)c(=O)n2C
    18%, ., -17, ., -14%, -19%, 0%, -1%, .
32: CCN(Cc1ccc2c(c1)OCCO2)C(=O)CSc1nc(C)nc2sc(C)c(C)c12
    ?, 16%, 31*, 14%, -7%, -39%, -32%, ?, 54

Screening results from PubChem BioAssay.
